# High-throughput results deposited in PubChem by several laboratories.
# PolyA inhibitor = yeast polyadenylation inhibition; S. cerevisiae SKY197-pL101 polyadenylation reporter, beta-gal luminescence; efflux-impaired pdr1/pdr3 knockout yeast; score 100 = 6 SD above DMSO; calls only at 12 µM; actives 0.02% (n = 300,000);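 active means lowest replicate activity score at least 50, where 100 means six control SD above control mean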;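 further: yeast exposed to compound for 9 h at 30 °C; higher score means more reporter readthrough which indicates perturbed polyadenylation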
# GSK3beta inhib = blocks human GSK3beta kinase activity; actives 0.038% (n = 300,000); AID 2097; activity score (negative = inhibition), % at 10 µM; GST-GSK3beta kinase, ADP-Glo luminescence, 60 min; active compounds read low;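 active means more than half of replicate wells score below -50%, meaning over 50% inhibition versus plate controls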;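 further: 0% = median DMSO wells and -100% = median GW8510 positive control wells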
#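 Test system: GST-fused GSK3beta enzyme, cell-free | Quantity: 1.6 ng GST-GSK3beta enzyme per well | Reagent: 25 µM ATP with peptide substrate | Schedule: 60 min enzyme reaction, room temperature | Signal: Luminescent ADP-Glo measurement of ADP formed | Read-out basis: Score relative to plate controls | Control set: DMSO and 20 µM GW8510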
# GSK3A inh = inhibitors of human GSK-3 alpha kinase | P49840 | ADP-Glo luminescence, 60 min | inhibition, % at 10 µM | actives 0.1% (n = 320,000) | AID 2650;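 in the data active means inhibition above about 50%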;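 further: GST-tagged GSK-3 alpha with peptide substrate and 25 µM ATP; 0% = DMSO neutral wells and 100% = GW8510 positive control wells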
# RGS4 block = inhibitors of human RGS4; P49798; HEK293 M3R/RGS4 inducible, Fluo-4 calcium flux; active compounds read high; triggered by carbachol at its EC20; B-score at 10 µM; actives 0.45% (n = 310,000); AID 463165;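 active means B-score, a plate-corrected calcium signal, over three deviations above library mean, with baseline fluorescence within five deviations of library mean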;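 further: RGS4 expression induced by doxycycline in cells with stable M3 receptor; B-score is computed from the integrated fluorescence ratio over baseline after carbachol; higher B-score means a larger calcium signal and so more RGS4 inhibition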
# hERG rescue = shields human hERG channel from block by proarrhythmic agents. Q12809. CHO-hERG, FluxOR thallium flux, dofetilide IC70 present. activation (rescue from dofetilide block), less the hit threshold, % at 10 µM. actives 0.51% (n = 310,000);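 active means activation above the mean of controls blocked by dofetilide plus 5 SD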;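 further: thallium influx through hERG after potassium depolarization seen as dye fluorescence rise; in these data hits start at about 4.7%; inactives centre near -7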
# KCNK9 block = blocks the human KCNK9 two-pore domain potassium channel; Q9NPC2; HEK293 KCNK9, FluxOR thallium flux fluorescence; active compounds read low; B-score at 10 µM; actives 1.2% (n = 310,000); AID 488922;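 active means ratio B-score over 3 SD below the library mean, with starting fluorescence within 5 SD of its mean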;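 further: negative B-score means less thallium flux so channel inhibition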
# KCNQ1 act = potentiates or activates the human KCNQ1 potassium channel. B-score at 10 µM. actives 0.35% (n = 310,000). P51787. CHO-K1 KCNQ1, thallium flux FluxOR fluorescence; active compounds read high;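 active means fluorescence ratio B-score, a plate-corrected score, at least three library SD, with initial intensity B-score within 5 SD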
# Target sequence (P51787 whole entry, looked up): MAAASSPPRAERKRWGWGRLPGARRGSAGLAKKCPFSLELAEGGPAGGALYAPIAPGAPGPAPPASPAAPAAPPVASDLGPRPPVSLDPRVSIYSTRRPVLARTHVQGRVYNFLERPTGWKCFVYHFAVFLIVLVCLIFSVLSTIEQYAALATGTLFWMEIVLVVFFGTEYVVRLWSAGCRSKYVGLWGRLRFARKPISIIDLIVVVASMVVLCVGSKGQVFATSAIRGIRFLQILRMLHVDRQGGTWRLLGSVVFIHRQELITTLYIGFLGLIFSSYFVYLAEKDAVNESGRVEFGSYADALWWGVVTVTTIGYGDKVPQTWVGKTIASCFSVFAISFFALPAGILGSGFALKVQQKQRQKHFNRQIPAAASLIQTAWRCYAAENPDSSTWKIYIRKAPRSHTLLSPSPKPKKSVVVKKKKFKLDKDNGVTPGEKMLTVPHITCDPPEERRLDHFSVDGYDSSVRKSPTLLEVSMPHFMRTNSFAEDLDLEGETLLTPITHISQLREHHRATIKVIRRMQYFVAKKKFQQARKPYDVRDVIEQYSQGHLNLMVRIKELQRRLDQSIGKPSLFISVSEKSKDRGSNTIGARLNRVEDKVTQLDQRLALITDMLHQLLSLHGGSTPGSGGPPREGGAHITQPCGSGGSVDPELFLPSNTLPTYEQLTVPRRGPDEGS
#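 System: Stable KCNQ1 CHO-K1 line | Incubation: 90 min dye loading and 20 min compound exposure, both at room temperature | Measure: Ratio B score | Medium: Assay buffer for compound exposure, DMSO matched across wells | Compound dosing: Single-concentration screen | Probe or stimulus: K+/Tl+ depolarizing stimulus | Measured by: Kinetic FluxOR fluorescence, 10 s baseline plus 110 s post-stimulus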
# KCNK3 inh = human KCNK3 channel inhibition, primary screen. actives 0.84% (n = 340,000). B-score at 10 µM. O14649. CHO-KCNK3 thallium flux, FluxOR fluorescence; active compounds read low;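 active means B-score under library mean minus 4 SD, starting fluorescence ratio at most library mean plus 5 SD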;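 further: more negative B-score means stronger inhibition of thallium flux through KCNK3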
# Target sequence (O14649 whole entry, looked up): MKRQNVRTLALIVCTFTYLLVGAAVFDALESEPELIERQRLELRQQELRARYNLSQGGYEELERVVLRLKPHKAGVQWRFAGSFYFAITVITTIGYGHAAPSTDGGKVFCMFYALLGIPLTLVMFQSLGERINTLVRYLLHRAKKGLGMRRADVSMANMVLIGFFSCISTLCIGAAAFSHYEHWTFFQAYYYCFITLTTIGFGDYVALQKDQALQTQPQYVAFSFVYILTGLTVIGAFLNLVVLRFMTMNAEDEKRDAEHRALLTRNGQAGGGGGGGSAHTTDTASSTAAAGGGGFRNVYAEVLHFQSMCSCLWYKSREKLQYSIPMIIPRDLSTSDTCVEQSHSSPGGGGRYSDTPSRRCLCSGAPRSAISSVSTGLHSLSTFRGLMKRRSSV
# KCNQ1 block = blocks the human KCNQ1 potassium channel | P51787 | CHO-K1 KCNQ1, FluxOR thallium flux fluorescence; active compounds read high | B-score at 10 µM | actives 1.3% (n = 310,000);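 active means compounds whose thallium flux B-score, printed positive for inhibition, exceeds three library SD while starting fluorescence stays within three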;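 further: channel opened by potassium depolarization with thallium stimulus after 20 min compound exposure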
# RGS4 pot = potentiators or activators of RGS4 | AID 463111 | B-score at 10 µM | HEK293 M3R/inducible RGS4, carbachol calcium flux Fluo4; active compounds read low | actives 0.92% (n = 310,000);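 active means B-score of the integrated calcium signal more than 4 SD below the library mean, with starting fluorescence not abnormally high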;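 further: negative B-score means reduced calcium response which marks RGS4 activation or potentiation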
#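 Material: M3R-expressing HEK293 line, RGS4 induced by doxycycline | Schedule: Overnight RGS4 induction, 30 min dye load 37 °C, 20 min compound RT | Measured by: Fluo4 fluorescence kinetic imaging of calcium | Read-out: Integrated calcium ratio converted to B score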
# Dyrk1A ADPGlo = inhibitors of rat Dyrk1A kinase; actives 0.43% (n = 310,000); inhibition, % at 12.5 µM; ADP-Glo luminescence, NFATc1 peptide; in the data active means inhibition above about 50%;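 further: plate controls were vehicle with enzyme for no effect and no enzyme for full effect; many of its hits are not listed in these tables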
# Numbers without * were called inactive; i = inactive; / = no result given. A portion of the library; the hit share may differ from the screen's.
SMILES,PolyA inhibitor,GSK3beta inhib,GSK3A inh,RGS4 block,hERG rescue,KCNK9 block,KCNQ1 act,KCNK3 inh,KCNQ1 block,RGS4 pot,Dyrk1A ADPGlo
Cc1cc(Br)ccc1NC(=O)C1CCN(C(=O)c2ccco2)CC1,i,2,-3,i,0,i,i,i,i,i,-5
O=[N+]([O-])c1cccc(/C=N/Nc2nc(NCc3ccccc3)nc(N3CCOCC3)n2)c1,i,1,-1,i,-10,i,i,i,i,i,-6
CSCCC(NC(=O)c1ccc(Br)cc1)C(=O)O (stereo not drawn),i,-4,3,i,-15,i,i,i,i,i,/
Cc1cc(C)c2nc(N(CCCN(C)C)C(=O)c3ccc4c(c3)CCCC4)sc2c1,i,-13,3,i,-27,i,i,/,i,i,/
O=c1o[nH]c(-c2ccccc2)c1C=Nc1ccc(Cl)cc1,i,-1,-1,i,-13,i,i,i,i,i,-4
COc1ccc(CN2CCN(C(=O)C3CC(=O)N(C4CCCCCC4)C3)CC2)c(OC)c1OC (stereo not drawn),i,-1,-3,i,-3,i,i,i,i,i,0
CC1CCc2sc3nc(NCc4ccco4)n4ncnc4c3c2C1 (stereo not drawn),i,0,0,i,-9,i,i,i,i,i,3
Cc1ccc(CCCOC(=O)CN2CCCCC2)cc1,i,0,0,i,-9,i,i,i,i,i,1
O=C(Nc1ccc(Cl)c(Cl)c1)Nc1nnc(CC2=CCCCC2)s1,i,-4,-6,i,-1,i,i,i,i,i,21
Cc1ccc(-c2cc(C(=O)NN3CCOCC3)c3cc(Br)ccc3n2)o1,i,-9,-5,i,-13,i,i,i,i,i,0
CCN1CCN(C(=S)c2ccc(Cl)cc2)CC1,i,-3,-5,i,-13,i,i,i,i,i,-3
COC(=O)Cn1c(C(F)(F)F)nc2ccccc21,i,3,2,i,-5,i,i,i,i,i,1
Cc1cc(C)c2c(CN3CCCCC3)cc(=O)oc2c1,i,1,-1,i,-2,i,i,i,i,i,3
N#Cc1ccc(CSc2nnc(Nc3ccccc3)s2)cc1,i,1,-2,i,-5,i,i,i,i,i,-24
CSc1ncc(CN2CCN(C(C)C)C(CCO)C2)cn1 (stereo not drawn),i,1,7,i,-14,i,i,i,i,i,5
COc1ccccc1-c1cc(SC)c(C#N)c(=O)o1,i,1,-1,i,-9,i,i,i,i,i,2
CC(=O)Nc1cccc(C(=O)OCC(=O)NC(C)c2ccc(F)cc2)c1 (stereo not drawn),i,-1,6,i,-10,i,i,i,i,i,/
COc1ccc(-c2nc3nc(C)cc(=O)n3[nH]2)cc1,i,0,-4,i,-5,i,i,i,i,i,-3
Cc1ccc2oc3nc(C)c(C(=O)Nc4cccc(C(F)(F)F)c4)cc3c(=O)c2c1,i,2,0,i,-3,i,i,i,i,i,5
Clc1ccc(-c2csc(N/N=C/c3cccnc3)n2)c(Cl)c1,i,2,-1,i,-17,i,i,i,i,i,7
Cc1nn(C)cc1CNC(=O)Nc1cccc(Cl)c1,i,-2,-1,i,-3,i,i,i,i,i,-3
CC(=O)c1ccc(-c2ccc([C@H]3[C@@H]4C=CCC[C@@]4(C)C(=O)N3Cc3ccccc3)c(F)c2)cc1,/,-2,-3,i,-9,i,i,i,i,i,-5
COc1ccc(C(=O)NNC(=O)CCn2nnc(-c3ccc(Cl)cc3)n2)cc1OC,i,-2,-2,i,-7,i,i,i,i,i,4
O=C(CNC(=O)c1ccccc1)N/N=C/c1ccc([N+](=O)[O-])s1,i,2,-2,i,-7,i,i,i,i,i,-3
COc1ccccc1CNC(=O)Cc1ccccc1,i,3,-1,i,-4,i,i,i,i,i,2
CCCC(=NCc1ccccc1)C1=C(O)C(C(=O)OC)C(C)(C)CC1=O (stereo not drawn),i,5,1,i,-8,i,i,i,i,i,-4
O=C(NCCCCc1ccccc1)c1ccc(Br)cc1,i,-9,-1,i,-2,i,i,i,i,i,4
CC(Oc1ccccc1)C(=O)NNC(=O)c1cccs1 (stereo not drawn),i,-2,-1,i,-19,i,i,i,i,i,1
O=C(CSc1nnc(-c2ccc3c(c2)OCO3)o1)Nc1ncc(Cl)cc1Cl,i,1,18,i,-11,i,i,i,i,i,-2
COc1ccc(C)cc1NC(=O)C1CCCN(S(=O)(=O)c2cccnc2)C1 (stereo not drawn),i,1,-1,i,-7,i,i,i,i,i,0
O=S(=O)(NC1CCCCCCC1)c1ccc(F)cc1,i,1,0,i,-14,i,i,i,i,i,/
Cc1ccc(NC(=O)c2sc3ccccc3c2Cl)nc1,i,0,1,i,-6,-15*,i,i,i,i,5
CC1C(=O)N2CCCc3cc(S(=O)(=O)N4CCN(c5ccc(F)cc5)CC4)cc1c32 (stereo not drawn),i,2,-1,i,-5,i,i,i,i,i,2
CCc1ccccc1NC(=O)C1CCN(C(=O)N2CCOc3ccccc32)CC1,i,-2,-3,i,-11,i,i,i,i,i,1
CCCS(=O)(=O)N1CCCC(C(=O)NC(C)c2ccc3c(c2)OCCO3)C1 (stereo not drawn),i,-4,0,i,-5,i,i,i,i,i,6
COCCNC(=O)CCCn1c(=O)c2cc(OC)c(OC)cc2n(CC(=O)Nc2ccccc2OC)c1=O,i,2,-1,i,-8,i,i,i,i,i,-3
CC(CNC(=O)CCn1c(=O)c2cccn2c2ccc(F)cc21)c1ccccc1 (stereo not drawn),i,2,-2,i,-5,i,i,i,i,i,-7
O=C(COC(=O)CCCOc1ccc(Cl)cc1Cl)NCc1ccc(F)cc1,i,4,-1,i,-6,i,i,i,i,i,1
Cc1sc2ncnc(OCC(=O)NC(C)C(C)C)c2c1C (stereo not drawn),i,0,1,i,-1,i,i,i,i,i,1
O=C(NCc1ccc2c(c1)OCO2)c1ccc(CS(=O)(=O)c2ccc(Br)cc2)o1,i,-5,/,i,-9,i,i,i,i,i,12
O=C(N/N=C/c1ccccc1O)C1(O)c2ccccc2-c2ccccc21,i,3,-4,i,-13,i,i,i,i,i,-1
Cc1cc(C)c(S(=O)(=O)c2ccccc2Cl)c(Cl)n1,i,-1,1,i,-3,i,i,/,i,i,/
COc1ccc(NC(C)=O)cc1S(=O)(=O)Nc1ccc(OCc2ccccc2)cc1,i,1,-1,i,-4,i,i,i,i,i,-4
CN(c1ccccc1)S(=O)(=O)c1ccc(C(=O)OCC(=O)N2CCOCC2)cc1,i,-2,-1,i,-7,i,i,i,i,i,-4
O=C1N(Cc2ccc3c(c2)OCO3)c2ccccc2C1(O)c1c[nH]c2ccccc12 (stereo not drawn),i,0,2,i,-5,i,i,i,i,i,-3
O=C(CN(C(=O)c1csnn1)c1ccc(F)c(Cl)c1)NCc1ccc(F)cc1,i,/,-2,i,-9,i,i,i,i,i,0
Cc1cccc(C(=O)NNC(=O)c2ccc(NC(=O)C(C)(C)C)cc2)c1,i,0,3,i,-6,i,i,i,i,i,-1
CCOc1ccc(C(C)NC(=O)Nc2ccc(F)cc2F)cc1 (stereo not drawn),i,-3,1,i,-2,i,i,i,i,i,-4
Clc1ccccc1OCCCn1ccnc1,i,2,-4,i,-5,i,i,i,i,i,-2
COc1ccc(NC(=O)CSc2nnc(C3CCCCC3)n2N)c(OC)c1,i,-2,-4,i,-8,i,i,i,i,i,-3

# Next structures follow.
SMILES,PolyA inhibitor,GSK3beta inhib,GSK3A inh,RGS4 block,hERG rescue,KCNK9 block,KCNQ1 act,KCNK3 inh,KCNQ1 block,RGS4 pot,Dyrk1A ADPGlo
O=C(CSc1cccc[n+]1[O-])Nc1ccccc1Oc1ccccc1,i,-2,0,i,-8,i,i,i,i,i,0
Cc1cccc(C)c1NC(=S)N(Cc1ccccc1)Cc1cccs1,i,1,-2,i,-9,i,i,i,i,i,-5
O=C(COC(=O)Cn1cnc2ccccc2c1=O)NCc1ccccc1Cl,i,1,0,i,-23,i,i,i,i,i,/
CCOC(=O)n1n[n+]([O-])c2ccccc21,i,-10,-1,i,-9,i,i,i,i,i,-9
NC(=O)c1cc(-c2ccccc2)nc2ccc(Br)cc12,i,1,4,i,-2,i,i,i,i,i,7
C#CCNC(=O)C1=C[C@H](c2cn(C(C)=O)c3ccccc23)[C@@H](CCCO)[C@H](OCC)O1,i,1,-1,i,-7,i,i,i,i,i,6
CC1CC(C)CN(C(=O)Cn2c(=O)c3cccn3c3cccnc32)C1 (stereo not drawn),i,0,-1,i,1,i,i,i,i,i,3
CC1CCN(S(=O)(=O)c2ccc3c(c2)N(CC(=O)NCc2cccnc2)C(=O)CS3)CC1,i,1,4,i,-16,i,i,i,i,i,-2
O=C(NC(=S)N(CCCCO)C1CCCCC1)c1sc2ccccc2c1Cl,i,4,-3,i,18*,i,31*,i,i,i,12
CCc1ccc(CN(C)C(=O)c2cc(COc3c(F)cccc3F)on2)cc1,i,2,0,i,-21,i,i,i,i,i,/

# A different layout for part of the listing above.
# Order of results: PolyA inhibitor | GSK3beta inhib | GSK3A inh | RGS4 block | hERG rescue | KCNK9 block | KCNQ1 act | KCNK3 inh | KCNQ1 block | RGS4 pot | Dyrk1A ADPGlo
> Cc1ccc2oc3nc(C)c(C(=O)Nc4cccc(C(F)(F)F)c4)cc3c(=O)c2c1
  i | 2 | 0 | i | -3 | i | i | i | i | i | 5
> Clc1ccc(-c2csc(N/N=C/c3cccnc3)n2)c(Cl)c1
  i | 2 | -1 | i | -17 | i | i | i | i | i | 7

# Next part.
SMILES,PolyA inhibitor,GSK3beta inhib,GSK3A inh,RGS4 block,hERG rescue,KCNK9 block,KCNQ1 act,KCNK3 inh,KCNQ1 block,RGS4 pot,Dyrk1A ADPGlo
COc1ccc2nc3sc(C(=O)N4CCN(C)CC4)cc3cc2c1,i,-5,7,i,-8,i,i,i,i,i,16
NC(=O)c1ccsc1NC(=O)COC(=O)CSc1ccc(Cl)cc1,i,-2,2,i,-10,i,i,i,i,i,-7
O=C(N/N=C/c1ccccc1C(=O)O)C(=O)N1CCCCC1,i,-1,-1,i,-3,i,i,i,i,i,4
Cc1ccc(SCc2nn(C)c(Cl)c2C=O)cc1,i,3,-1,i,-7,i,i,i,i,i,-2
O=S(=O)(Nc1ccc(Cl)c(Cl)c1)N1CCOCC1,i,1,-3,i,-8,i,i,i,i,i,2
CC(O)c1ccc2c(c1)OCCOCCN(C)CCOCCO2 (stereo not drawn),i,0,1,i,-7,i,i,i,i,i,2
